Assay outcomes from PubChem BioAssay.
Mdm2 ligase inh: MDM2-luciferase reporter signal enhancers, primary screen, MDM2 E3 ligase inhibitor project, cell-based, luminescence, 1536-well | AID 1230, 2008 | 210,000 compounds, 0.11% hits | cell-based MDM2 ubiquitination luciferase reporter, 2 h; 0 = plate control, 100 = twice control, blank-subtracted | E3 ubiquitin-protein ligase Mdm2 (Homo sapiens), Q00987 | signal enhancement, % at 5 µM;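 active means signal enhancement of 30% or more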;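 further: luminescence tracks abundance of the self-degrading MDM2-luciferase fusion protein; higher signal means inhibition of MDM2 E3 ligase activity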
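Material: Stable MDM2–luciferase fusion reporter cells | Amount: 2000 cells seeded into each well | Dosing: One concentration, 5 µM, with 0.2% DMSO | Incubation: 4 h cell settling then 2 h compound exposure, 37 °C | Measured by: Luciferase luminescence | Read-out basis: % enhancement relative to plate controls after blank subtraction | Benchmarks: Control and blank well means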
NPY-Y1 PAM-ag: NPY-Y1 receptor potentiators or agonists, primary screen, cell-based; Neuropeptide Y receptor type 1 (Homo sapiens), P25929; NPY-Y1 expressing cells, potentiator/agonist activation; activation, % at 3.6 µM; 220,000 compounds, 0.37% hits; AID 1304, 2008; in the data active means activation above about 33%, passing the limit was not always enough;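 further: cells stimulated with NPY at EC10 then isoproterenol at EC100; 0% = low agonist plus stimulus and 100% = saturating agonist plus stimulus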
Target sequence (P25929 whole entry, looked up): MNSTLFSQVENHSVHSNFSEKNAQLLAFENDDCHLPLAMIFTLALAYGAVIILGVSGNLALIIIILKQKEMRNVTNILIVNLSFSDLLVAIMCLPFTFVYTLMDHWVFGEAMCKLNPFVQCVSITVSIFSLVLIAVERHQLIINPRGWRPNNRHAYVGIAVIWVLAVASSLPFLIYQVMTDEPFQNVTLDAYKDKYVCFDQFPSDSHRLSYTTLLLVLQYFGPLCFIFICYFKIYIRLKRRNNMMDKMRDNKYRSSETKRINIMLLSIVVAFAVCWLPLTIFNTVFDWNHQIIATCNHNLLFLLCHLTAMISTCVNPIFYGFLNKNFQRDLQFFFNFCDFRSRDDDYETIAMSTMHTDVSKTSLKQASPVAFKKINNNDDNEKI
RBBP9 inhibitor: human RBBP9 inhibitors, primary screen, biochemical, fluorescence polarization, FP-Rh probe, HTS; Serine hydrolase RBBP9 (Homo sapiens), O75884; recombinant RBBP9; inhibition, % at 7.94 µM; 220,000 compounds, 0.2% hits; AID 1515, 2009;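 active means inhibition above the campaign mean of all tested compounds plus 3 SD, cut at about 14% in these data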;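 further: plate controls were DMSO wells with RBBP9 for no effect and wells lacking RBBP9 protein for full effect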
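System: RBBP9 protein / Buffer or medium: Tris/NaCl buffer pH 8.0 with 0.1% Pluronic / Probe or stimulus: Serine-hydrolase probe FP-Rh, 375 nM pre-mixing / Dosing: 7.94 µM single dose, 0.794% DMSO / Times: enzyme-compound preincubation 30 min, then probe labeling 45 min, 25 °C / Technique: fluorescence polarization (mP), excitation 525 nm, emission 598 nm / Replication: singlicate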
NPY-Y1 antag: NPY-Y1 receptor antagonists, primary screen, cell-based | HEK293-CNG Y1 cells, membrane potential fluorescence; NPY at EC95, then isoproterenol | inhibition, % at 3.6 µM | 200,000 compounds, 1% hits;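 active means inhibition above the campaign mean inhibition of all tested compounds plus 3 SD, cut at about 20% in these data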;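 further: 0% = DMSO wells given NPY plus isoproterenol and 100% = isoproterenol alone without NPY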
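Material: Y1- and CNG-channel-expressing HEK293 cells / Probe or stimulus: NPY 25 nM then isoproterenol 1 µM plus Ro 20-1724 25 µM / Doses: 3.6 µM single dose, DMSO 0.4% / Schedule: compound incubation 1 h at room temperature, readout 45 min post-stimulation / Signal: membrane potential fluorescence / Benchmarks: isoproterenol-only wells as full block versus NPY-plus-isoproterenol wells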
NPY2 pot ag: NPY-Y2 potentiators or agonists, primary screen, cell-based; Neuropeptide Y receptor type 2 (Homo sapiens), P49146; cells expressing NPY-Y2, potentiator/agonist read-out; activation, % at 3.6 µM; 220,000 compounds, 0.45% hits; in the data active means activation above about 27%;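 further: cells stimulated with NPY near EC25 plus isoproterenol at EC100; 0% = vehicle plus submaximal agonist and 100% = vehicle plus saturating agonist; some results beyond the cut were filed as inactive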
Runt-SMMHC FRET: inhibitors of RUNX1 Runt–CBFb-SMMHC binding, primary screen, biochemical, FRET, Cerulean-Runt, Venus-CBFb-SMMHC, uHTS. Runt-related transcription factor 1 (Homo sapiens) + Core-binding factor subunit beta …. Cerulean-Runt/Venus-CBFb-SMMHC FRET ratio 530/480, 1 h. inhibition, % at 20 µM. 220,000 compounds, 0.74% hits;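 active means mean inhibition across duplicate retests at 20 µM reaching about 50%, limit read from the data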;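 further: 0% = DMSO wells and 100% = wells with excess untagged CBFb-SMMHC; inhibitors lower the FRET ratio by blocking Runt binding to CBFb-SMMHC; some results filed as inactive read as strong as hits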
Target sequence (Q01196 whole entry, looked up): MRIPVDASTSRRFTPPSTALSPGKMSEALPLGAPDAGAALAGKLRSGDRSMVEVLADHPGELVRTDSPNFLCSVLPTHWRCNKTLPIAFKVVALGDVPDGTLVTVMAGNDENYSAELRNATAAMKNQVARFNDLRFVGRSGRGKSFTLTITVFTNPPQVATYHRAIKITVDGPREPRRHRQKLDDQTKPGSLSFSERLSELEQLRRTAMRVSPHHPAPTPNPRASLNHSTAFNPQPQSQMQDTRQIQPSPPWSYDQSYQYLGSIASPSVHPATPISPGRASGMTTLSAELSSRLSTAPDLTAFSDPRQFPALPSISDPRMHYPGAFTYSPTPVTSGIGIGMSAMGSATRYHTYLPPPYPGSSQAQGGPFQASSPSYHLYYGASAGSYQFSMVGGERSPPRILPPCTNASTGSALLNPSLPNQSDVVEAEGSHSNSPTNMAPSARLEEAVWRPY
Target sequence (Q13951 whole entry, looked up): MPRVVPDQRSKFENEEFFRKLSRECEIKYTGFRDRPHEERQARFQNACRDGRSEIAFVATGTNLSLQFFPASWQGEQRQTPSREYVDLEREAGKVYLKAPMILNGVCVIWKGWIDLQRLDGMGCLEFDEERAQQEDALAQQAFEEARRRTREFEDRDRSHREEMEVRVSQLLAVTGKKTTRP
Hck-Nef inh: inhibitors of Nef-activated human Hck kinase, primary screen, biochemical, Z-Lyte FRET, 384-well, Hck-YEEI; Recombinant Hck-YEEI plus Nef, Z-Lyte FRET kinase assay; inhibition, % at 20 µM; 220,000 compounds, 0.68% hits; AID 463187, 2010;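 active means Hck-Nef kinase inhibition above about 50%, limit read from the data; inactive means inhibition below that limit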;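 further: 0% = DMSO with Hck plus Nef and 100% = Hck alone without Nef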
p97 ATPase inh: inhibitors of human p97 ATPase, primary screen, biochemical; Transitional endoplasmic reticulum ATPase (Homo sapiens), P55072; recombinant p97 ATPase, Kinase-Glo ATP luminescence, 3 h; inhibition, % at 8 µM; 220,000 compounds, 0.42% hits; in the data active means inhibition above about 15%;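 further: 0% = DMSO vehicle and 100% = wells lacking enzyme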
Runt-CBFb FRET: inhibitors of RUNX1 Runt–CBFb binding, primary screen, biochemical, FRET, Cerulean-Runt, Venus-CBFb, uHTS; Runt-related transcription factor 1 (Homo sapiens) + Core-binding factor subunit beta …; Cerulean-Runt/Venus-CBFb FRET ratio 530/480, 1 h; inhibition, % at 20 µM; 220,000 compounds, 0.46% hits;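 active means inhibition over about 50% at 20 µM in the single-dose screen, limit read from the data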;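 further: 0% = DMSO wells and 100% = excess unlabeled CBFb competitor control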
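Doses: 20 µM compound in 1% DMSO | Material: Cerulean-labeled Runt domain protein | Amount: Each fluorescent fusion protein 100 nM | Schedule: Two 1 h room-temperature incubations shielded from light | Measured by: FRET fluorescence | Evaluation: Loss of energy transfer signal | Controls: Unlabeled CBFb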
* hit, by the source's call; · = not tested or not shown.

Values run as follows: Mdm2 ligase inh	NPY-Y1 PAM-ag	RBBP9 inhibitor	NPY-Y1 antag	NPY2 pot ag	Runt-SMMHC FRET	Hck-Nef inh	p97 ATPase inh	Runt-CBFb FRET
> Cc1ccoc1C(=O)NCCNc1ccc(Cl)cc1[N+](=O)[O-]
  -7	-12	-3	3	5	-10	6	2	-8
> O=C(Cn1c2c(c(-c3ccccc3Cl)cc1=O)CCC2)NCC1CCCO1 (stereo unspecified)
  -10	9	-5	·	-3	-2	25	0	0
> CCC(=O)NC(Nc1cc(C)ccn1)(C(F)(F)F)C(F)(F)F
  ·	10	-1	-1	-2	4	-20	2	3
> COC(=O)c1ccccc1NC(=O)C1CCCN(S(=O)(=O)c2ccccc2)C1 (stereo unspecified)
  -5	12	-6	3	0	-1	1	0	1
> Cc1cc(Cl)ccc1OCC(=O)Nc1nc(-c2cccnc2)cs1
  -13	-24	-12	·	-21	-11	-2	-15	-3
> CC(C)NC(=O)NC(=O)COC(=O)c1ccc([N+](=O)[O-])cc1Cl
  1	-12	-5	4	-6	-1	-6	-1	0
> COc1ccc(NC(=O)CN(c2ccc(C(C)C)cc2)S(=O)(=O)c2c(C)noc2C)cc1OC
  -13	-19	-7	8	-8	-11	20	5	-7
> CN(C)S(=O)(=O)c1cccc(NC(=O)COC(=O)c2cn(-c3ccccc3)nc2-c2ccccc2)c1
  -5	-21	-51	-2	14	4	2	6	-3
> COc1ccc(NC(=O)CNc2ccc(C#N)cc2)cc1
  -21	0	8	-3	13	2	17	4	1
> O=C(O)CSc1c(O)c2ccccc2[nH]c1=O
  -16	0	-5	1	11	23	25	3	23
> Cn1c(=O)c2c(ncn2CC(=O)N2CCN(c3ccc(F)cc3)CC2)n(C)c1=O
  16	-17	-3	1	2	2	0	1	0
> Cc1noc(/C=C/N(C)C)c1S(=O)(=O)N1CCCC(C(=O)Nc2ccc3c(c2)OCO3)C1 (stereo unspecified)
  -14	-5	-7	4	-9	-2	7	8	3
> Cc1ccc(CNC(=O)CCCc2nc3ccccc3s2)cc1
  -24	-3	-5	10	0	3	6	-2	-2
> CC1(C)CC(CCC(=O)Nc2ccccc2Cl)C(=O)O1 (stereo unspecified)
  -4	3	2	3	-17	-9	-9	-5	2
> COc1ccccc1NC(=O)c1ccc(-n2cncn2)nc1
  -2	11	1	-4	4	-2	-13	8	1
> CC1CCc2sc(NC(=S)NC(=O)c3ccccc3)c(C#N)c2C1 (stereo unspecified)
  -10	-16	-14	6	13	14	2	-4	33
> COc1cc(C(=O)OC2CCCCC2=O)cc(OC)c1C (stereo unspecified)
  -12	-12	1	1	-4	-1	-1	0	-1
> Cn1c(SCC(=O)c2ccccc2)nnc1-c1cnccn1
  -12	4	-6	3	3	-4	4	0	4
> CCOC(=O)c1c(NC(=O)COC(=O)c2cc(OC)c(OC)cc2[N+](=O)[O-])sc(C)c1CC
  0	-7	-11	3	15	-2	12	3	-4
> COc1ccc(-c2[nH]n(-c3ccc([N+](=O)[O-])cc3)c(=O)c2C=NCc2ccccc2)cc1
  -30	5	-3	2	7	-18	1	4	-11
> COc1cc2c(=O)n(Cc3ccccc3)c(=O)n(CC(=O)C(C)(C)C)c2cc1OC
  -97	0	-6	·	-13	-1	8	6	2
> CSc1nnc(N(CCC#N)CCC#N)s1
  -6	3	-8	-10	8	2	1	1	1
> Cc1cc(N2CCN(C)CC2)nc2ccc(NC(=S)NCc3cccs3)cc12
  -9	18	5	-1	6	2	8	0	5
> Cc1cc(C)nc(SCC(=O)c2cc3ccccc3oc2=O)n1
  -10	-3	-1	2	-7	26	15	1	54*
> COc1cccc2cc(-c3nc(-c4cccs4)cs3)c(=O)oc12
  -14	-29	0	0	-20	-174	6	3	-33
> Cn1c(CNC(=O)c2ccccc2F)nnc1SCc1nc2ccccc2c(=O)[nH]1
  -5	-2	-8	0	-8	-2	20	2	-1
> O=C(NCCc1ccc(F)cc1)N1CCOCC1
  -5	-24	-7	-1	-4	-4	9	1	0
> O=C(O)CCc1nnc(SCC(=O)Nc2ccc(Br)cc2)[nH]c1=O
  -11	16	0	5	-3	-3	28	7	-1
> COc1ccc(C2NC3=C(CCCC3)C(C#N)(C#N)C2(C#N)C#N)cc1 (stereo unspecified)
  -10	-2	-2	-2	-8	-10	2	1	0
> COc1ccc(Nc2nnc(SCC(=O)/C=C3/N(C)c4ccccc4C3(C)C)s2)cc1
  -2	-6	-3	0	-6	4	-2	-5	1
> CCNc1nc(NC(C)C)nc(N(C#N)C(C)C(=O)N(CC)CC)n1 (stereo unspecified)
  -4	5	-3	·	5	-10	7	7	0
> C=CCn1c(CNC(=O)c2ccco2)nnc1SCC(=O)N1c2ccccc2Sc2ccccc21
  -13	-39	-4	3	15	-1	-1	-2	1
> CC1CCCN(c2ccc(C(=O)OCn3nnc4ccccc4c3=O)cc2[N+](=O)[O-])C1 (stereo unspecified)
  -4	-44	1	-5	-1	-3	-3	-6	-9
> CC(=O)c1c(C)[nH]c(C(=O)Nc2cc(C)ccc2C)c1C
  -16	2	0	3	-5	-2	3	4	0
> Nc1c(Cl)nc(-c2ccccc2)nc1Cl
  -5	9	-2	-4	5	-3	17	8	-1
> CCOC(=O)C1=C(C)N(c2ccc(C)c(C)c2)C(=O)/C1=C\c1ccco1
  -15	6	-7	-4	3	0	7	1	-3
> Cn1ncnc1SCc1cn2cccnc2n1
  -11	7	-2	-1	9	0	17	-2	0
> CC(=O)N1CCN(c2ccccc2NC(=O)Cc2ccc(Cl)cc2)CC1
  -11	-5	-5	4	-2	2	-3	1	1
> N#CC1=C(N)S[C@H](C(=O)C23CC4CC(CC(C4)C2)C3)[C@H]1c1ccncc1
  -11	-54	-8	13	-39	6	-1	-8	1
> COc1cc(OC)cc(C(=O)N2CCN(C(=O)Cc3ccccc3)CC2)c1
  -1	1	-4	1	-14	1	23	4	2
> Cc1cccc(NC(=S)N/N=C(\c2ccccc2)C(C)C)c1
  -6	-2	1	0	-6	1	21	0	4
> COC(=O)CSCc1nc2ccccc2[nH]c1=O
  ·	1	-5	4	6	-10	-5	-2	-5
> COc1ccc(-n2c(C)nc(=O)c(-c3ccccc3)c2C)cc1
  -11	8	6	5	10	-4	7	2	4
> COCCN(CC(=O)NCC1CCCO1)C(=O)CCC(=O)Nc1cc(C)ccn1 (stereo unspecified)
  17	8	5	-4	13	-3	8	3	0
> c1ccc(-c2n[nH]c(-c3ccccn3)n2)cc1
  -11	0	-6	0	-1	3	3	0	0
> COCCNC(=O)c1sc2nc(-c3ccccc3)cn2c1C
  12	-12	-10	3	-5	-5	2	0	1
> Cc1cc(C)nc(N2CCC(C(=O)Nc3nnc(C)s3)CC2)n1
  -15	9	-3	2	20	-5	0	4	2
> CCCCNc1nc2ccccc2n1CC(=O)Nc1ccc2c(c1)OCCO2
  -4	4	4	·	-3	2	6	3	1
> Cn1ccnc1Sc1nc2ccccc2nc1NS(=O)(=O)c1ccccc1
  7	-12	5	5	11	73*	-3	4	61*
> COc1ccc([N+](=O)[O-])cc1NC(=O)C(C)c1ccccc1 (stereo unspecified)
  4	8	-3	2	11	0	7	4	-6

Going on with the list.
Values run as follows: Mdm2 ligase inh	NPY-Y1 PAM-ag	RBBP9 inhibitor	NPY-Y1 antag	NPY2 pot ag	Runt-SMMHC FRET	Hck-Nef inh	p97 ATPase inh	Runt-CBFb FRET
> Cn1c(=NC(=O)C2CC2)sc2cc(F)cc(F)c21
  -9	-18	-9	7	5	-2	1	-2	2
> CCN(CC)S(=O)(=O)c1ccc(C(=O)C(C#N)c2ccccn2)cc1 (stereo unspecified)
  -6	5	-4	-5	-3	2	1	-2	-2
> CCOC(=O)C1CCCN(C(=O)c2ccccc2SCCOC)C1 (stereo unspecified)
  -3	16	5	7	8	-4	5	4	3
> Cc1ccnc(NC(=O)CSc2cc(=O)n(C)c3ccccc23)c1
  -8	-9	-3	-1	-4	-7	0	-2	-2
> COc1ccc(N2CCN(C(=O)Cc3ccc(Br)cc3)CC2)cc1
  ·	-6	-2	·	-4	0	18	-3	1
> Cn1c(C(=O)N2CCN(C3CCCCC3)CC2)cc2c(=O)n(C)c3ccccc3c21
  -4	-4	0	2	-3	-4	2	-4	4
> COC(=O)c1c(C(=O)OC)c(-c2ccc(Cl)cc2)n2c1CS(=O)(=O)C2
  -4	-6	-4	1	3	-1	14	1	-2
> CCOC(=O)CSC1=C(C#N)C(c2ccc(C)cc2)C(C(=O)OC)C(=O)N1 (stereo unspecified)
  -17	19	-3	-6	18	3	-2	-6	-1
> COc1cc2c(=O)nc3n(c2cc1OC)C(c1ccccc1)N=C(N)N3 (stereo unspecified)
  -4	22	-10	1	23	-2	0	4	1
> Cc1cc(C)c(-n2c(SCc3nc4ccccc4s3)n[nH]c2=O)c(C)c1
  1	-28	-16	·	-15	1	-9	-9	4
> Cc1ccc(C(=O)NN2C(=O)C3C4c5ccccc5C(c5ccccc54)[C@@H]3C2=O)cc1 (stereo partly specified)
  -11	8	-5	1	5	-1	5	5	1
> Cn1c(CCN2CCCCC2)nc2cc(NC(=O)Nc3ccccc3)ccc21
  -35	-5	-4	1	-4	-1	8	2	14
> COc1cc(/C=C2/NC(=O)N(c3cccc(Cl)c3)C2=O)ccc1O
  -7	12	-8	-3	14	-10	20	7	2
